ZTA DNA inh: counter-screen for EBNA-1 inhibitors: inhibitors of Epstein-Barr virus ZTA; 320,000 compounds, 0.15% hits; P03206; ZTA-DNA binding, fluorescence polarization; AID 2234; inhibition, % at 11 µM; in the data active = inhibition above about 33%
Target sequence (P03206 whole entry, looked up): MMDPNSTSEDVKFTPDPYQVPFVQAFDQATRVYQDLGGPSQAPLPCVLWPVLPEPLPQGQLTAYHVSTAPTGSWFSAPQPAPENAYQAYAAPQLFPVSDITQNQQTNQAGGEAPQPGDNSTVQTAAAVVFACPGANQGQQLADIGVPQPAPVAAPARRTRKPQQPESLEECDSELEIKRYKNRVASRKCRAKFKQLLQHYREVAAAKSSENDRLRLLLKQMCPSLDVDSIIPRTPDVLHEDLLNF
pPAFAH FP inh: pPAFAH (human) enzyme inhibition; Q13093; recombinant pPAFAH, FP-rhodamine probe fluorescence polarization; inhibition, % at 3.39 µM; 330,000 compounds, 1.5% hits;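 active = inhibition above the mean inhibition across the screen plus 3 SD, cut at about 25% in these data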;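 also: inhibitors block binding of the rhodamine activity-based probe so polarization drops; 0% = enzyme with DMSO and 100% = wells lacking pPAFAH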
Target sequence (Q13093 whole entry, looked up): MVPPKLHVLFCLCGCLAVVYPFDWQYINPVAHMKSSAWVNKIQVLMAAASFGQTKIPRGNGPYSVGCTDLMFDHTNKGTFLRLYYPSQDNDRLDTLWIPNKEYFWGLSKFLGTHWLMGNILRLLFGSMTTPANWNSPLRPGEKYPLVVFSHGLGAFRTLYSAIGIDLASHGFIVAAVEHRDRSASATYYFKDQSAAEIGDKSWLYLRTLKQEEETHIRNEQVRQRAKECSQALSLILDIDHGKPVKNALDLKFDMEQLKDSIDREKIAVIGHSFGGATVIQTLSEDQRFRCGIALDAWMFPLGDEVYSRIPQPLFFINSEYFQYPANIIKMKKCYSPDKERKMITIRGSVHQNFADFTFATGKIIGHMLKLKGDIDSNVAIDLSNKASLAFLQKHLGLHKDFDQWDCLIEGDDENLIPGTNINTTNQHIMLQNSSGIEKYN
LYPLA1 counter: blocks human lysophospholipase 1, a PME1 counter-screen; O75608; recombinant LYPLA1, FP-Rh probe fluorescence polarization; inhibition, % at 5.9 µM; 320,000 compounds, 0.16% hits;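 active = inhibition above the mean of all tested compounds plus 3 SD, set per campaign, cut at about 14% in these data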;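 also: inhibitors block serine hydrolase probe labeling of LYPLA1 so polarization falls; 0% = enzyme with DMSO and 100% = wells lacking LYPLA1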
Target sequence (O75608 whole entry, looked up): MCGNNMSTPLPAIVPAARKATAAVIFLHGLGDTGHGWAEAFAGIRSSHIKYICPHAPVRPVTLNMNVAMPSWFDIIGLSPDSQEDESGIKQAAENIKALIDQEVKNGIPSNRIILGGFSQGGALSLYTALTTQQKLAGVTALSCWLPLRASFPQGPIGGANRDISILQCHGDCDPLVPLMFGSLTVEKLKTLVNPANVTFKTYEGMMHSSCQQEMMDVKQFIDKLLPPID
EBNA-1 inhibitor: blocks EBNA-1 binding to DNA; EBNA-1 DNA binding, fluorescence polarization; inhibition, % at 14.8 µM; 300,000 compounds, 0.34% hits; AID 1950; in the data active = inhibition above about 28%
PAFAH2 FP inh: PAFAH2 (human) inhibition. recombinant PAFAH2, FP-rhodamine activity probe, fluorescence polarization. inhibition, % at 3.39 µM. 340,000 compounds, 0.99% hits;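 active = inhibition above the mean over all tested compounds plus 3 SD, cut at about 30% in these data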;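 also: inhibitors block probe labeling of enzyme so polarization drops; 0% = enzyme with DMSO and 100% = wells lacking PAFAH2 protein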
LYPLA2 counter: counter-screen for PME1 inhibitors: inhibitors of human LYPLA2. O95372. recombinant LYPLA2, FP-Rh probe fluorescence polarization. inhibition, % at 5.9 µM. 320,000 compounds, 0.38% hits. AID 2177;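 active = inhibition above the screen-wide mean plus 3 SD, limit set per campaign, cut at about 26% in these data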;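 also: 0% = LYPLA2 with DMSO and 100% = wells lacking LYPLA2 enzyme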
PREPL inh: inhibitors of human prolyl oligopeptidase-like enzyme PREPL; 320,000 compounds, 0.68% hits; inhibition, % at 5.96 µM; Q4J6C6; recombinant PREPL, fluorescence polarization activity-based probe; in the data active = inhibition above about 43%;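 also: 0% = enzyme with DMSO and 100% = wells lacking enzyme; many of its hits are not listed in these tables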
PAFAH1B3 FP inh: blocks human PAF acetylhydrolase 1B catalytic subunit 3. Q15102. recombinant PAFAH1B3, FP-rhodamine probe, fluorescence polarization. inhibition, % at 3.39 µM. 340,000 compounds, 0.28% hits. AID 492972;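 active = inhibition above the screen-wide average of all tested compounds plus 3 SD, cut at about 25% in these data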;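 also: 0% = enzyme with DMSO only and 100% = wells lacking PAFAH1B3 protein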
PAFAH1B2 FP inh: blocks human PAF acetylhydrolase 1b catalytic subunit 2 | P68402 | recombinant PAFAH1B2, FP-rhodamine activity probe, fluorescence polarization | inhibition, % at 3.39 µM | 340,000 compounds, 1.2% hits | AID 492953;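 active = inhibition above the mean of all tested compounds plus 3 SD, cut at about 24% in these data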;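 also: 0% = enzyme with DMSO and 100% = wells lacking PAFAH1B2; many of its hits are not listed in these tables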
An asterisk follows results filed as active; x = not tested or not shown.

Sample of the layout (seven entries):
SMILES	ZTA DNA inh	pPAFAH FP inh	LYPLA1 counter	EBNA-1 inhibitor	PAFAH2 FP inh	LYPLA2 counter	PREPL inh	PAFAH1B3 FP inh	PAFAH1B2 FP inh
CC(=O)O[C@H]1CCC2C3CCC4=CC(=O)CCC4=C3C=C[C@@]21C (stereo not given in full)	5	9	1	-3	1	4	8	4	1
CCN1CCN(c2cn[nH]c(=O)c2Cl)CC1	0	5	0	-6	-6	4	14	4	7
CCOc1ccc(N2C(=O)/C(=C/c3ccc(C)o3)C(=O)NC2=S)cc1	2	15	-2	-12	-3	-5	1	-1	2
CN(C)C(=O)Oc1ccc(OCc2cccc[n+]2C)cc1	-6	0	-1	-4	2	5	11	5	-4
CCCCCCOc1ccc(CN2CCN(CC)CC2)cc1	-8	2	0	-3	7	2	2	0	-2
O=c1ccc2c(O)c3ccoc3cc2o1	x	5	x	x	9	x	10	2	1
CC1CC(OC(=O)c2ccccc2)CC(C)N1C (stereo not given)	11	1	-1	1	-7	0	-4	2	1

Main list, from the first entry:
SMILES	ZTA DNA inh	pPAFAH FP inh	LYPLA1 counter	EBNA-1 inhibitor	PAFAH2 FP inh	LYPLA2 counter	PREPL inh	PAFAH1B3 FP inh	PAFAH1B2 FP inh
CC(=O)O[C@H]1CCC2C3CCC4=CC(=O)CCC4=C3C=C[C@@]21C (stereo not given in full)	5	9	1	-3	1	4	8	4	1
CCN1CCN(c2cn[nH]c(=O)c2Cl)CC1	0	5	0	-6	-6	4	14	4	7
CCOc1ccc(N2C(=O)/C(=C/c3ccc(C)o3)C(=O)NC2=S)cc1	2	15	-2	-12	-3	-5	1	-1	2
CN(C)C(=O)Oc1ccc(OCc2cccc[n+]2C)cc1	-6	0	-1	-4	2	5	11	5	-4
CCCCCCOc1ccc(CN2CCN(CC)CC2)cc1	-8	2	0	-3	7	2	2	0	-2
O=c1ccc2c(O)c3ccoc3cc2o1	x	5	x	x	9	x	10	2	1
CC1CC(OC(=O)c2ccccc2)CC(C)N1C (stereo not given)	11	1	-1	1	-7	0	-4	2	1
CCC(=O)c1c(O)n(C2CCCCCC2)c(=O)[nH]c1=O	14	0	-2	-8	8	-5	-2	0	13
COC(=O)C1=C(c2ccc(Cl)c(C(F)(F)F)c2)C[C@@H]2CC[C@H]1N2C(=O)N1CCOCC1	-5	5	0	x	0	5	-5	4	1
CCCC(=O)c1cc(CP(=O)(OCC)OCC)oc1C	-14	1	-1	-2	x	-1	20	x	x
O=c1[nH]c(=O)n(-c2cccc(F)c2)c(O)c1/C=C1\C=Nc2ccccc21	17	3	1	4	-4	0	6	20	25*
COC(=O)[C@@H]1C(OC(=O)c2ccccc2)CC2CCC1N2C (stereo not given in full)	x	-2	x	x	-8	x	9	-5	3

Next section, starting with the last two of the part before.
SMILES	ZTA DNA inh	pPAFAH FP inh	LYPLA1 counter	EBNA-1 inhibitor	PAFAH2 FP inh	LYPLA2 counter	PREPL inh	PAFAH1B3 FP inh	PAFAH1B2 FP inh
O=c1[nH]c(=O)n(-c2cccc(F)c2)c(O)c1/C=C1\C=Nc2ccccc21	17	3	1	4	-4	0	6	20	25*
COC(=O)[C@@H]1C(OC(=O)c2ccccc2)CC2CCC1N2C (stereo not given in full)	x	-2	x	x	-8	x	9	-5	3
O=C1OC(c2ccc(Br)cc2)=N/C1=C\N1CC2CC(C1)c1cccc(=O)n1C2 (stereo not given)	-4	13	3	-15	11	1	13	5	8
FC(F)(F)c1ccccc1NC1=NCCCS1	-12	-1	3	7	6	8	-1	8	5
Cc1oc(-c2ccccc2)nc1CN1C(=O)CN=C(c2ccccc2)c2ccccc21	-10	1	4	-6	2	-3	30	-5	15
O=C(C1CCC(=O)N1C1CCCCC1)N1CCC2(CC1)OCCO2 (stereo not given)	-4	3	-1	6	-1	2	3	1	1
O=[N+]([O-])c1ccc(N2CCOCC2)c2ccncc12	-8	3	2	5	-7	4	2	-3	2
CNP1(NC)=NC(C(F)(F)F)=NC(C(F)(F)F)=N1	-6	2	-1	10	-10	8	8	2	2
COc1cccc(CNCCc2ccc(F)cc2)c1	-17	6	5	-2	7	2	-58	6	4
CC1(C)CC(=O)C(C2(O)C(=O)NC(=O)NC2=O)=C(O)C1	-3	3	1	0	-6	-7	-6	10	-1
COC(=O)CC(NC(=S)N1CC2C[C@@H](C1)Cn1c2cccc1=O)C(=O)OC (stereo not given in full)	2	0	-2	1	-2	-2	-9	10	7
CCCCn1c(O)c(/C=C/C=Nc2ccccc2)c(=O)[nH]c1=O	-3	-3	-2	5	-2	0	9	1	4
CCOC(=O)c1c(N)n(CCN2CCCCC2)c2nc3ccccc3nc12	15	-1	-3	5	8	-3	19	-6	2
CCCCCCCCCCCCCCCC[N+](C)(C)C	3	11	-4	1	1	-2	26	3	-3
COc1ccc(C(=O)CC2(CC(=O)c3ccc(OC)cc3)C(=O)N(C)C(=O)N(C)C2=O)cc1	1	1	3	2	1	7	2	7	3
O=C(O)[C@@H]1C[C@H]1[C@@H](NP(=O)(c1ccccc1)c1ccccc1)c1ccccc1	-6	4	1	-1	-4	3	3	-1	-4
COC(=O)C1=C(c2cccc(C#N)c2)C[C@@H]2CC[C@H]1N2C(=O)NCc1ccc(F)cc1	4	1	1	x	0	6	-42	4	2
O=C1OC(c2ccc(Cl)cc2)=N/C1=C\N1CC2CC(C1)c1cccc(=O)n1C2 (stereo not given)	-1	9	-3	11	-4	-5	9	10	1
Fc1ccc(C2=CCN(C(c3ccc(Cl)cc3)c3nnnn3Cc3ccccc3)CC2)cc1 (stereo not given)	-5	-4	-8	-5	-8	-14	0	-2	6
COc1ccc(/C=C2/C(=O)NC(=S)N(C3CC3)C2=O)cc1CN1C(=O)c2ccccc2C1=O	12	8	-8	7	0	-1	-11	5	4
COc1ccc(CCn2c(O)c(C=NCc3cccnc3)c(=O)[nH]c2=O)cc1OC	-14	2	-1	-2	2	-5	-1	3	4
O=P(Nc1ccccc1)(Oc1ccccc1)Oc1ccccc1	-6	1	-3	-8	5	-1	11	-2	1
O=C1NC(=O)C2(Cc3ccccc3N3CCOCC32)C(=O)N1c1ccccc1 (stereo not given)	7	0	-2	-8	-1	-1	10	1	6
CCCCn1c(O)c(C(CC)=NCc2cccnc2)c(=O)[nH]c1=O	-2	6	1	-7	-6	3	5	-5	3
N#CC(C#N)=Cc1ccc(N2CCCC2)cc1	8	3	0	-14	5	6	-14	1	3
C[n+]1ccc(-c2ccncc2)cc1	-11	3	-4	8	1	-3	0	7	-11
Oc1ccccc1-[n+]1c(-c2ccccc2)cc(-c2ccccc2)cc1-c1ccccc1	13	6	-3	1	0	-1	-6	-6	0
O=c1[nH]c(=O)n(-c2ccc(F)cc2)c(O)c1C=Nc1ccccc1N1CCCC1	9	6	-4	-8	-5	-11	14	4	-1
CC[C@H]1CN(C)CCc2c([nH]c3ccccc23)C(=O)C[C@@H]1/C(=C\OC)C(=O)OC	5	5	3	-2	-2	8	0	6	0
O=C(O)c1nn(Cc2ccc(Cl)cc2Cl)c2ccccc12	11	-3	-5	2	-6	-9	-18	1	17
CCCC12CN3CN(C1)CC(CCC)(C3)C2O (stereo not given)	1	7	-2	-5	-2	2	-4	9	1
COc1ccccc1N1CCN(Cc2ccc3c(c2)OCO3)CC1	-12	-4	-1	-7	2	-4	4	0	1
CCC(C)C12CN3CCN(CC(C)(C3)C1=O)C2 (stereo not given)	9	-1	-1	6	-3	-7	4	5	1
O=c1c2ccccc2nc(/C=C/c2ccccc2F)n1-c1ccccc1O	-6	-2	-9	4	-1	-2	-13	0	3
CN1C(=O)N(C)C(=O)C2(Cc3c(nc4ccccn4c3=O)N3CCc4ccccc4C32)C1=O (stereo not given)	6	-1	0	20	-1	4	-1	2	3
CCCCc1ccc(C(=O)O)nc1	0	4	0	1	3	-2	-5	1	4
COc1ccc(NC2=NCC(C)S2)cc1 (stereo not given)	-12	1	-1	-7	10	4	22	-5	1
Cc1ccsc1C(=O)C1CCCN(Cc2cccc(-n3cccn3)c2)C1 (stereo not given)	9	0	1	10	-2	-6	-25	-1	1
COc1cc2c(cc1OC)-c1c(OC)c(OC)cc3c1[C@H](C2)N(C)CC3	-10	-1	3	1	19	2	19	34*	11
COc1ccc(CN2CCN(c3ccccc3F)CC2)c(OC)c1	-10	1	-2	9	x	1	5	x	x
CCC1(CC)C(=O)N(Cc2ccccc2)C(=O)N(Cc2ccccc2)C1=O	16	-6	3	-8	-3	-7	15	7	1
CC(=NCc1ccco1)c1c(O)n(-c2ccccc2C)c(=O)[nH]c1=O	15	1	-2	-12	-2	-5	7	-4	3
O=C1NC(=O)N(c2ccc(F)cc2)C(=O)/C1=C/c1ccc(N2CCOCC2)cc1	19	6	-1	3	4	2	-1	11	1
Cc1[nH]c2ccccc2c1C1=CCNCC1	-16	-9	1	-18	4	0	24	4	-1
O=C(COC(=O)c1ccccc1)Nc1ccc(Cl)cc1C(=O)c1ccccc1	10	18	-5	7	45*	-13	3	-6	-1
Cc1nn(CC(C)C)c(Cl)c1C(=O)NC1CCC(C)CC1 (stereo not given)	-7	-3	0	-7	5	-1	5	1	5
Cn1c(C(=O)N2CCC(C(=O)N3CCC4(CC3)OCCO4)CC2)cc2sccc21	11	6	0	5	6	-6	4	0	1
COc1ccc(NC2(C#N)CCCCC2)cc1	2	1	-1	0	3	1	1	8	4
CCCCn1c(O)c(C(C)=Nc2cccc(C(=O)O)c2)c(=O)[nH]c1=O	-14	0	2	-3	-4	7	9	7	-1
Cc1ccccc1-n1c(/C=C/c2ccccn2)nc2ccccc2c1=O	-6	2	0	-8	9	0	3	14	-2
CN1CCN(c2ccc([N+](=O)[O-])c(Sc3ccccn3)c2)CC1	-2	-2	1	0	1	5	11	3	-2
Cn1c(O)c(C=NCCCN2CCCC2=O)c(=O)n(C)c1=O	4	4	1	15	4	-1	2	5	1
CCOC(=O)C1CCN(/C=C2/C(=O)NC(=O)N(Cc3ccco3)C2=O)CC1	3	-3	2	-7	0	-3	15	2	-3
CN(CCCCC(=O)/C=N/O)Cc1ccccc1 (tested in a mixture with another compound)	2	3	-1	12	3	8	2	17	6
CSc1ncc(CN2CCCC(C(=O)c3cccc(Cl)c3)C2)cn1 (stereo not given)	-12	2	-3	-1	9	0	-9	12	5
O=C(Cn1cnc2sc3c(c2c1=O)CCCC3)NCCCC(=O)N1CCC2(CC1)OCCO2	-1	1	1	8	11	-2	2	-6	-3
Cc1cc(/C=C2\C(=O)NC(=O)N(C)C2=O)c(C)n1-c1ccc2c(c1)OCO2	-12	7	0	-5	9	5	1	9	9
CC(C)N1CCN(c2ccc(O)cc2)CC1	-4	-1	-1	-4	-3	-8	11	-4	2
CSc1ccc(C(=O)C2CCCN(CCCn3cccn3)C2)cc1 (stereo not given)	7	5	-4	10	-2	1	-4	0	5
CCc1cccc2c(C#N)cn(CC(=O)N3CCOCC3)c12	9	-1	2	3	1	5	3	2	5
Cc1cccc(-c2nc3ccc(C(=O)N4CCC5(CC4)OCCO5)cc3nc2-c2cccc(C)c2)c1	-9	6	3	0	-4	7	-6	10	-1

An excerpt; the hit share may differ from the screen's.
